M1 ag: activates the M1 muscarinic receptor; CHO-M1 cells, Fluo-4 calcium fluorescence, agonist mode; active compounds read high; B-score at 10 µM; 3% of 64,000 active;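 active means fluorescence rise, raw or as B-score row- and column-corrected plate score, outside the 99.7% band of its plate's samples, either direction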
S1P1 ag pot: S1P1 (human) agonism or agonism potentiation; 0.57% of 56,000 active; S1P1 CRE-bla cells, forskolin, beta-lactamase FRET, potentiator mode; S1P1 agonist co-added at EC20, 2 nM; 100% = saturating reference agonist, 0% = basal; AID 449; activation, % at 9.5 µM; P21453;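 active means activation above a cutoff set at the mean activation of all tested compounds plus 3 SD, cut at about 54% in these data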;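 further: forskolin at 4 µM as EC80 and the EC20 agonist is SEW2871; 100% = SEW2871 at its EC100 plus forskolin at EC80; some compounds past the cut are filed as inactive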
Target sequence (P21453 whole entry, looked up): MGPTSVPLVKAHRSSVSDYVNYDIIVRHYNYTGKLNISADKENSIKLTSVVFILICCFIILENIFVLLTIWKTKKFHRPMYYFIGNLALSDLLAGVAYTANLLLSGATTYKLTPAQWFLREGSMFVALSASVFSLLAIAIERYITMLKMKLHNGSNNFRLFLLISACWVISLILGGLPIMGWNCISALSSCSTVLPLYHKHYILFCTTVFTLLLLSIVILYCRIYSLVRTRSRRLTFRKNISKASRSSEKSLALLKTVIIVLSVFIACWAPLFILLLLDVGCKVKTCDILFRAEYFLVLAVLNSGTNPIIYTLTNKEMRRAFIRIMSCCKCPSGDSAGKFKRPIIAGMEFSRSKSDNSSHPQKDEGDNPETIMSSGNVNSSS
TNAP act DEA: human TNAP activation, intermediate phosphate acceptor; P05186; purified TNAP, CDP-star luminescence, 100 mM DEA, 30 min; active compounds read high; scale: 0 levamisole-inhibited, 1 vehicle-only enzyme; activation factor at 20 µM; 64,000 tested, under 10 active; AID 813;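 active means activation factor of at least 2 at 20 µM, relative to controls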
Target sequence (P05186 whole entry, looked up): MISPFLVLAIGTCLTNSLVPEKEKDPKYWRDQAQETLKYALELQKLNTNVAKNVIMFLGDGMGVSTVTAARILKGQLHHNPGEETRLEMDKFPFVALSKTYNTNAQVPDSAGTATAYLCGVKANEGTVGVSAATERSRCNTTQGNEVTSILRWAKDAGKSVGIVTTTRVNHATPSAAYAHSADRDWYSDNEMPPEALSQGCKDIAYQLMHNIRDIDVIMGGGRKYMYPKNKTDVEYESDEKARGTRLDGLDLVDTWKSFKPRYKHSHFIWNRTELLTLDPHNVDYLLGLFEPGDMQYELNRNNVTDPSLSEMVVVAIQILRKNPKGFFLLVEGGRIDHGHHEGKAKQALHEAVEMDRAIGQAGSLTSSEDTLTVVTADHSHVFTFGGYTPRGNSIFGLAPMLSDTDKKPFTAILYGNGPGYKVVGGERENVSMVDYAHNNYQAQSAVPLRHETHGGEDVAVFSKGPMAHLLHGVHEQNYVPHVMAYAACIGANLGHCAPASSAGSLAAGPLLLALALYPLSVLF
Ec RNAP inh: Escherichia coli RNA polymerase inhibition; P0A8V2; E. coli RNA polymerase, fluorescence transcription assay; inhibition, %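 (tested at 10 µM)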; 0.2% of 62,000 active; AID 559; in the data active means inhibition above about 20%;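 further: 0% = enzyme without compound and 100% = no enzyme blank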
Jurkat tox 60K: cytotoxicity toward Jurkat cells; 1.2% of 56,000 active; Jurkat E6.1 viability, ATP luminescence, 48 h; inhibition, % at 4 µM;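 active means inhibition above the mean inhibition of all tested compounds plus 3 SD, cut at about 28% in these data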
D1 allo mod: allosteric modulators of human D1 dopamine receptor; P21728; HEK293 D1, CRE-luciferase, dopamine EC30 potentiation; actives deviate in either direction; B-score at 10 µM; 5.9% of 58,000 active;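 active means luminescence count or its row- and column-corrected plate score outside the 99.7% band of the plate's sample wells, on either side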
S1P3 agonist: activates the human S1P3 receptor; Q99500; S1P3 NFAT-BLA reporter cells, agonism, FRET ratio; relative to 1 µM S1P, basal subtracted; activation, % at 4.5 µM; 0.1% of 60,000 active; AID 373;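 active means activation above the screen-wide mean plus 3 SD, cut at about 4.5% in these data, passing the limit was not always enough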; further: some compounds called inactive have numbers as strong as hits
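Material: Human S1P3 NFAT-BLA reporter CHO cells | Incubation: Overnight plating, 4 h compound 37 °C, 2 h substrate RT | Signal: FRET β-lactamase substrate fluorescence, excitation 405 nm, 460/535 nm emission ratio, background-subtracted | Compound: 4.5 µM final, single dose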
M1 antagonist: antagonists of rat M1 muscarinic receptor; 3.4% of 64,000 active; CHO-M1 cells, Fluo-4 calcium, ACh EC80 antagonist mode; active compounds read low; B-score at 10 µM; P08482;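 active means calcium fluorescence response, raw or row-and-column corrected B-score, differing from the plate sample mean either way at a set confidence level, mostly lower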
HEK293 NFkB inh: inhibitors of the PMA/ionomycin-induced NF-kB reporter in HEK293 cells. AID 465. 0.21% of 62,000 active. inhibition, % at 3 µM. HEK-293 NF-kB luciferase reporter, luminescence;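 active means inhibition above the mean of all tested compounds plus 3 SD, cut at about 40% in these data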;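 further: 0% = stimulated DMSO wells and 100% = 10 µM reference inhibitor 5653914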
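System – HEK-293 cells with stable firefly luciferase reporter driven by four HIV NF-kB elements · Doses – one dose, 3 µM · Schedule – 1 h compound pre-incubation, 16 h PMA/ionomycin at 37 °C · Technique – luminescence from luciferase substrate reagent · Measure – percent inhibition normalized per plate to DMSO and reference-inhibitor controls · Replicates – tested once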
Numbers without * were called inactive; x = not tested or not shown.

SMILES	M1 ag	S1P1 ag pot	TNAP act DEA	Ec RNAP inh	Jurkat tox 60K	D1 allo mod	S1P3 agonist	M1 antagonist	HEK293 NFkB inh
CCC(=NCCCN1CCOCC1)c1c(O)n(Cc2ccccc2)c(=O)[nH]c1=O	-0.67	-10	0.9	7	8	0.27	-1.2	0.0051	23
C=Cn1ccnc1P(=S)(c1nccn1C=C)C1CCCCC1	0.0018	x	1	2	x	0.81	x	0.14	12
Cc1ccc(-c2nc3ccccc3c(=O)n2-n2cccc2)cc1	0.24	-23	0.9	6	-2	3.1	-0.1	-0.039	5
Cc1cc(N2C(=O)C3CCCN3C2c2ccccc2)no1 (stereo unspecified)	0.58	2	1	5	-3	0.27	-0.5	0.17	10
Cn1nc(N)c2c1N=P(N1CCOCC1)(N1CCOCC1)N=C2c1ccccc1	-0.44	27	0.9	7	3	x	-0.9	0.0072	3
COCc1c(CN)cnc(C)c1N	-0.25	-1	1	0	-3	x	-0.7	-0.33	7
COc1ccc(CN2CCN(c3ccccc3F)CC2)c(OC)c1	0.83	-9	0.8	5	8	x	-0.7	-2.1*	7
Cc1cccc(CN(C)C)c1OC(=O)N(C)C	-0.81	4	1.2	4	3	x	-0.4	-0.38	6
OCCN(CC#CC(O)(c1ccccc1)C1CCCC1)CCO (stereo unspecified)	0.65	-1	0.9	4	0	x	-1.0	-1.2	4
CC1(C)CC(=O)C=C(NCCN2CCN(C(=O)Cc3ccc(Cl)cc3)CC2)C1	0.0036	8	0.9	5	-1	-0.26	-0.2	-0.52	14
COc1cccc(-n2c(O)c(C=NCCN3CCOCC3)c(=O)[nH]c2=O)c1	-1	-2	1.1	3	x	x	3.2	-0.077	x
COc1ccccc1N1CCN(C(CNC(=O)Oc2ccccc2)c2cccnc2)CC1 (stereo unspecified)	2.4	9	0.9	9	-3	-1.6	0.7	0.55	0
Cc1cc(N2C(=O)C3CCCN3C2c2ccc(Cl)c(Cl)c2)no1 (stereo unspecified)	1.8	-5	0.9	6	-4	1	0.3	-0.55	10
O=c1[nH]c(=O)n(CCc2ccc(F)cc2)c(O)c1C=NCCCn1ccnc1	-0.69	-3	0.9	7	0	0.1	-0.4	0.25	11
Cn1cccc1CNCCc1ccccc1F	1.2	-2	0.9	16	1	-1.1	-1.2	-0.71	0
Cc1ccc(CN2CC3CC(C2)c2cccc(=O)n2C3)cc1 (stereo unspecified)	-0.9	0	0.9	x	14	3.3*	-1.1	-0.0077	14
CC(C)(C)n1c(O)c(C=Nc2ccc3c(c2)CCC3)c(=O)[nH]c1=O	-0.2	-15	0.8	6	-2	-0.34	-0.2	-0.018	8
Cn1c(C(=O)N2CCC3(CC2)OCCO3)cc2c(=O)n(C)c3ccccc3c21	-0.022	-9	0.9	9	-2	2.3	0.4	0.06	16
CCN1CCN(C(=O)COc2ccc(S(=O)(=O)N(C)Cc3ccccc3)cc2)CC1	0.034	x	0.9	12	-8	-0.27	-1.3	-1.4	-8
CCOC(=O)N1CCN(C(C)C(=O)c2c[nH]c3ccccc23)CC1 (stereo unspecified)	-0.52	-9	0.9	-8	5	0.58	-1.7	-0.85	11
C=C1CC[C@@]2(O)[C@H]3Cc4ccc(O)c5c4[C@@]2(CCN3CC2CC2)[C@H]1O5	0.74	-6	0.9	6	x	-0.026	-3.8	-0.15	x
COc1ccc(-n2c(SC)nc3ccccc3c2=O)cc1	-0.12	8	1	5	x	x	-4.9	-0.063	x
OC12CCCCC1C(c1ccccc1)NCC2 (stereo unspecified)	-0.28	x	0.9	7	x	0.025	x	-0.27	20
CCN(CC)c1ccc(N=Cc2c(O)n(CCC3=CCCCC3)c(=O)[nH]c2=O)cc1	109*	3	0.8	0	-1	0.32	-0.6	-0.65	14
O=C(COc1ccc(S(=O)(=O)N2CCCCC2)cc1)N1CCN(Cc2ccccc2)CC1	-0.4	26	1.1	-10	14	0.12	-1.1	0.42	6
The listing continues:
SMILES	M1 ag	S1P1 ag pot	TNAP act DEA	Ec RNAP inh	Jurkat tox 60K	D1 allo mod	S1P3 agonist	M1 antagonist	HEK293 NFkB inh
CCCCSP1(=S)NCCCN1	1.2	11	0.9	4	x	x	-4.9	-0.049	x
COc1cccc(CN2CCN(C(=O)COc3ccc4ccccc4c3)CC2)c1	0.76	3	1	8	x	x	-3.5	-0.27	x
CCCCn1c(O)c(C(CC)=Nc2cccc(C(=O)O)c2)c(=O)[nH]c1=O	0.0036	-10	0.9	5	5	0.65	-0.4	-0.19	10
CN1CCN(c2ccc(N)c(N3CCN(C)CC3)c2)CC1	-0.17	x	0.9	3	x	x	x	-0.018	17
CCC(=O)N1CC(=O)Nc2ccc(Cl)cc2C1c1ccc(F)cc1 (stereo unspecified)	-0.24	-6	0.9	-1	-12	1.5	0.6	0.53	16
Cc1ccnc(-n2c(C)nc3ccccc3c2=O)c1	x	x	0.9	4	0	-0.43	-0.9	x	1
CC1(C)CC(=O)C(C=NCCN2CCN(C(=O)Cc3ccc(Cl)cc3)CC2)=C(O)C1	-0.26	-10	0.9	13	-5	0.58	1.0	-0.018	8
CC1(C)C(c2ccccc2)=NC(c2cccnc2)N1O (stereo unspecified)	-0.23	x	0.8	11	x	1.8	x	1.5	x
Cn1c(=O)n(CC(=O)N2CCC3(CC2)OCCO3)c(=O)c2ccccc21	-0.083	-7	0.9	0	-5	0.16	0.1	0.054	6
O=C(O)c1nonc1-c1nonc1C(=O)O	0.35	-20	0.9	-13	2	-0.74	-0.8	-1.9	8
CCn1nc(-c2ccccc2)nc2c(=O)n(C)c(=O)nc1-2	25*	73*	0.8	1	27	-8.7*	-1.6	-0.41	90*
CCCC(=O)c1c(O)[nH]c(=O)[nH]c1=O	0.0063	-18	0.9	10	-5	-1.2	0.2	0.027	11
Cc1cc(OC(=O)CCNC(=O)OC(C)(C)C)c2c3c(c(=O)oc2c1)CCC3	7.1*	9	0.9	1	4	-0.64	-1.2	-1.3	14
O=c1[nH]c(=O)n(-c2cccc(Cl)c2)c(O)c1C=NCCCN1CCOCC1	-0.46	-5	0.9	6	-4	0.57	-0.2	0.51	-3
Cc1cccn2c(=O)c3cc(C(=O)N4CCC5(CC4)OCCO5)n(C)c3nc12	-0.52	16	1	-14	7	1.4	-1.2	-0.14	11
CSC1=NP(=S)(SC)N(C)c2nc3n(c21)CCC3 (stereo unspecified)	-0.32	-15	0.9	5	0	0.38	0.2	-0.1	23
CCCCn1c(O)c(C=NCCCn2ccnc2)c(=O)[nH]c1=O	-0.43	-14	0.9	8	-4	-0.00095	-0.4	0.5	1
CCn1c(C)c(C(=O)O)c2cc(OC)ccc21	0.37	-2	0.9	7	-2	-0.55	-0.9	0.5	16
CNC(C(=O)c1ccccc1)C(OC)c1ccccc1 (stereo unspecified)	-2.1	-5	1	8	-4	0.056	-0.4	-0.23	0
COc1cc(CN2CCN(c3cc(C)ccc3C)CC2)ccc1O	-0.96	x	0.9	3	10	-1.7	-0.7	0	4
COc1cccc(Oc2c(C)oc3cc(OC(=O)N(C)C)ccc3c2=O)c1	-0.19	x	0.9	10	11	-0.027	-1.1	-0.78	9
c1cncc(CNC2=NCCCCC2)c1	-0.03	8	1	12	-2	-0.015	0.1	0.18	9
CCOc1ccccc1-n1c(O)c(C=Nc2c(C)n(C)n(-c3ccccc3)c2=O)c(=O)[nH]c1=O	-0.68	3	0.8	-3	x	-2.2	-3.4	1.8	x
Nc1c(C(=O)NCCN2CCOCC2)c2nc3ccccc3nc2n1Cc1ccco1	6.7*	-22	1	-10	-9	-0.37	1.7	-0.0024	10
COc1ccc(CCn2c(O)c(C=NCc3cccnc3)c(=O)[nH]c2=O)cc1OC	0.33	8	0.9	-2	12	2	-0.5	-0.36	1
(cont.)
SMILES	M1 ag	S1P1 ag pot	TNAP act DEA	Ec RNAP inh	Jurkat tox 60K	D1 allo mod	S1P3 agonist	M1 antagonist	HEK293 NFkB inh
CCOC(=O)c1ccc(N2C(=O)CC(N3CC=C(c4ccc(F)cc4)CC3)C2=O)cc1 (stereo unspecified)	-0.023	x	1	6	-1	0.56	-0.5	-0.13	20
CCCS(=O)(=O)N1CCCC(C(=O)N2CCC3(CC2)OCCO3)C1 (stereo unspecified)	2*	-8	1	4	-4	0.22	-1.0	0.88	2
Cc1ccc(C(=O)C2CN3CCC2CC3)cc1 (stereo unspecified)	12*	-7	0.8	7	2	-1.4	-0.7	-2.5	11
CCC1=C(C)C(N2CCOCC2)=NP(N2CCOCC2)(N2CCOCC2)=N1	-0.099	x	1	10	x	x	x	-0.033	9
COC(=O)C1C2c3ccccc3OC1(C)N=c1s/c(=C/c3cnn(C)c3)c(=O)n12 (stereo unspecified)	0.0064	-1	0.9	3	1	-0.14	-0.1	-0.35	17
c1ccc2c(c1)OCC(C1=NCCN1)O2 (stereo unspecified)	-0.01	0	0.9	4	x	-0.66	-2.4	-0.58	x
CCOC(=O)C1CN(C)CCC1=O (stereo unspecified)	-1.7	8	0.9	4	7	0.011	-0.3	-0.12	14

Gathered by group, the entries above with an aryl methoxy group.
SMILES	M1 ag	S1P1 ag pot	TNAP act DEA	Ec RNAP inh	Jurkat tox 60K	D1 allo mod	S1P3 agonist	M1 antagonist	HEK293 NFkB inh
COc1ccc(CN2CCN(c3ccccc3F)CC2)c(OC)c1	0.83	-9	0.8	5	8	x	-0.7	-2.1*	7
COc1cccc(-n2c(O)c(C=NCCN3CCOCC3)c(=O)[nH]c2=O)c1	-1	-2	1.1	3	x	x	3.2	-0.077	x
COc1ccccc1N1CCN(C(CNC(=O)Oc2ccccc2)c2cccnc2)CC1 (stereo unspecified)	2.4	9	0.9	9	-3	-1.6	0.7	0.55	0
COc1ccc(-n2c(SC)nc3ccccc3c2=O)cc1	-0.12	8	1	5	x	x	-4.9	-0.063	x
COc1cccc(CN2CCN(C(=O)COc3ccc4ccccc4c3)CC2)c1	0.76	3	1	8	x	x	-3.5	-0.27	x
CCn1c(C)c(C(=O)O)c2cc(OC)ccc21	0.37	-2	0.9	7	-2	-0.55	-0.9	0.5	16
COc1cc(CN2CCN(c3cc(C)ccc3C)CC2)ccc1O	-0.96	x	0.9	3	10	-1.7	-0.7	0	4
COc1cccc(Oc2c(C)oc3cc(OC(=O)N(C)C)ccc3c2=O)c1	-0.19	x	0.9	10	11	-0.027	-1.1	-0.78	9
COc1ccc(CCn2c(O)c(C=NCc3cccnc3)c(=O)[nH]c2=O)cc1OC	0.33	8	0.9	-2	12	2	-0.5	-0.36	1

Compound activity as filed in PubChem.

Only part of the results is shown (hit frequency here may not be typical).
